Insulin prom inh: TRM-6 insulin promoter activity inhibition; AID 1273; TRM-6 cells (human fetal islet line), insulin promoter-eGFP reporter, imaging; reporter expression induced with tamoxifen; inhibition, % at 2 µM; hit rate 0.9% among 130,000;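 active means inhibition above the mean plus 3 SD, with well images judged a real hit on visual review, cut at about 60% in these data, passing the limit was not always enough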
sdo1 growth: compounds rescuing growth of sdo1-depleted yeast, bone marrow failure model; S. cerevisiae sdo1-depleted JHY4D growth rescue, OD600 30 h; hits give high values; pdr5 snq2 efflux-pump mutant strain; z-score at 10 µM; hit rate 0.21% among 140,000; AID 817;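 active means z-score above 3 at both the 24 hr and the 30 hr optical density reads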;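 further: z-score against mean and SD of all compound wells on the same plate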
sdo1 growth Rescue 24 h: further read-out of sdo1 growth, marked with its call; z-score; S. cerevisiae sdo1-depleted JHY4D growth rescue, OD600; measured here: growth rescue at 24 h;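 0 is the plate mean of compound wells and units are plate SD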
* hit, by the source's call; . = no result given. This is a subset; rates above refer to the full screens.

SMILES	Insulin prom inh	sdo1 growth	sdo1 growth Rescue 24 h
O=C(Nc1ccc(C(=O)O)cc1)/C(=C\c1ccc2c(c1)OCO2)NC(=O)c1ccco1	-50	.	.
O=C(Nc1ccccc1F)C(=Cc1sc(N2CCOCC2)nc1-c1ccccc1)C(=O)Nc1ccccc1F	.	0.14	0.99
COc1ccc(N/C=C2/Sc3ccccc3NC2=O)cc1	-15	.	.
COc1ccccc1/C=C/C(=O)c1ccc(Cl)cc1	.	-0.75	-0.92
COc1ccccc1CNC(=O)COC(=O)c1ccc(S(=O)(=O)N2CCCC2)cc1	.	-0.26	-0.36
Cc1nn(-c2ccccc2)c(C)c1C(=O)OCC(=O)NC(=O)NC1CCCC1	35	-1.1	-1.6
Cc1onc(-c2ccccc2Cl)c1C(=O)N1CCc2ccccc21	16	-0.88	-1
Cn1nnnc1SCCNCC#Cc1ccccc1	9	-0.14	-0.17
COc1ccccc1CNC(=O)c1ccc(OC(F)F)c(OC)c1	.	-0.14	-0.53
Cn1cnnc1Sc1ccc(C(=O)OCC(=O)Nc2cc(Cl)cc(Cl)c2)cc1[N+](=O)[O-]	.	0.74	1.1
COc1cc2nc(=S)n(CCCN3CCOCC3)c(N)c2cc1OC	-55	.	.
CCOc1ccc(NC(=O)CCC(=O)OC)cc1	-81	0.61	-0.09
Cc1ccc(C)c(-c2cc(C(=O)NCc3cccs3)c3ccccc3n2)c1	-9	-0.55	-0.41
COc1ccc2nc3sc(C(=O)NCc4cccs4)c(N)c3cc2c1	0	-0.47	0.62
Cc1ccccc1C(=O)NC(NC(=O)c1ccccc1C)c1cccc([N+](=O)[O-])c1	7	-0.29	0.28
CN1CC=C2C(C#N)=C(N)C(C#N)(C#N)C(c3cccc(Cl)c3Cl)C2C1 (configuration not stated)	-212	0.89	1.4
O=C(NC1CCCc2ccccc21)C1CCCO1 (configuration not stated)	16	0.44	0.06
OCC1(CO)COC(c2ccccc2)=N1	-13	.	.
COc1ccc(CNC(=O)c2ccccc2C(=O)O)cc1	.	0.98	0.37
COc1ccc(C(=O)NC(C(=O)NCc2ccccn2)C(C)C)cc1 (configuration not stated)	.	0.33	0.22
O=C(COc1ccc(Cl)cc1)N(Cc1ccccc1)c1ccccn1	3	-0.33	-0.12
CCCCCCSc1nc(O)c(C2OC(=O)c3c2ccc(OC)c3OC)c(=O)n1-c1ccccc1 (configuration not stated)	13	1.3	0.4
CC1Cc2ccccc2N1C(=O)c1ccnc(C(C)(C)C)c1 (configuration not stated)	-24	-1.9	-1.7
COc1ccc(-c2nc3ccncc3[nH]2)cc1OC	-6	0.33	-0.62

A different layout for some results above:
> COc1ccc2nc3sc(C(=O)NCc4cccs4)c(N)c3cc2c1
  Insulin prom inh: 0
  sdo1 growth: -0.47
  sdo1 growth Rescue 24 h: 0.62

> CN1CC=C2C(C#N)=C(N)C(C#N)(C#N)C(c3cccc(Cl)c3Cl)C2C1 (configuration not stated)
  Insulin prom inh: -212
  sdo1 growth: 0.89
  sdo1 growth Rescue 24 h: 1.4

> O=C(NC1CCCc2ccccc21)C1CCCO1 (configuration not stated)
  Insulin prom inh: 16
  sdo1 growth: 0.44
  sdo1 growth Rescue 24 h: 0.06

> Cc1ccc(C)c(-c2cc(C(=O)NCc3cccs3)c3ccccc3n2)c1
  Insulin prom inh: -9
  sdo1 growth: -0.55
  sdo1 growth Rescue 24 h: -0.41

The results go on.
SMILES	Insulin prom inh	sdo1 growth	sdo1 growth Rescue 24 h
CCC(C)NC(=O)C1CN(S(=O)(=O)c2ccccc2)CCN1S(=O)(=O)c1ccccc1 (configuration not stated)	-21	1.3	1.6
O=C(Nc1cccc(Cl)c1)c1csc(-c2ccccc2)n1	39	-2	-1.6
Cc1c(C(=O)N2CCC(C)CC2)sc2ncnc(N(C)c3ccccc3)c12	-14	-2.4	-1.2
Cc1ccc(N2CC(C(=O)Nc3ccccn3)CC2=O)cc1 (configuration not stated)	-14	0.48	0.27
CCn1nc(NC(=O)c2cccs2)c2cc3ccccc3nc21	-47	.	.
COc1ccc(-n2nc(N)c3c(=O)oc(N(C)C)nc32)cc1	-30	-0.69	-1.2
CCOC(=O)Nc1nnc(-c2cccc(OC)c2)s1	26	0.3	0.2
CC(Sc1nnc(C(C)N(C)C)n1-c1ccc(Cl)cc1)C(=O)Nc1ccc2c(c1)OCO2 (configuration not stated)	-35	0.14	0.08
O=C(NC1CC1)c1cccc(Nc2ccc(-c3ccc4c(c3)OCCO4)nn2)c1	56	1.1	0.88
COc1ccc(-c2cc3ccccc3n2CC(O)CN2CCOCC2)cc1 (configuration not stated)	-6	0.48	0.62
Cc1ccccc1Oc1ccc(S(=O)(=O)NCCC(=O)O)cc1	.	0.45	0.03
O=C(NCCN1CCCC1=O)Nc1ccccc1	3	0.61	0.84
COc1ccc(-c2noc(-c3cccnc3)n2)cc1OC	32	.	.
COc1ccccc1N1CCN(C(c2ccc(F)cc2)c2nnnn2C(C)C)CC1 (configuration not stated)	.	-0.47	0.12
Nc1n[nH]c(C(F)(F)F)c1-c1ccccc1	20	.	.
COC(=O)c1ccc(C(=O)OC)c(NC(=S)N2CCN(c3ccccc3)CC2)c1	.	-0.55	-0.63
Cc1ccc(NC(=O)CSCC(=O)O)cc1	0	.	.
Cc1ccccc1-c1nc(CS(=O)(=O)CC(=O)NCc2ccc3c(c2)OCO3)c(C)o1	.	-1.3	-1.7
O=C1CC(N(C(=O)c2ccco2)c2cccc(Cl)c2)C(=O)N1c1cccc(Cl)c1 (configuration not stated)	.	-1	-1.2
CC(=O)Oc1ccc(NC(=O)Cc2ccccc2)cc1	50	0.14	-0.16
CCc1ccccc1OCc1nc2ccc(S(=O)(=O)N3CCOCC3)cc2[nH]1	-32	0.52	0.77
O=C(CSc1nnc2scc(-c3ccccc3)n12)Nc1nsc(-c2ccccc2)n1	-111	-1.1	-0.63
CCn1cc([N+](=O)[O-])c(C(=O)N2N=C(c3ccc(Cl)c(Cl)c3)CC2c2ccccc2O)n1 (configuration not stated)	-22	.	.
CCc1nc(SCC(=O)c2cc(C)ccc2C)n[nH]1	.	0.89	1.1
Cc1ccc(NC(=O)c2ccccc2N(C)S(=O)(=O)c2ccccc2)c(C)c1	-44	-1.4	-0.95
O=C1CCCCC(=O)N(c2ccccc2)c2ccccc21	.	1	1
O=C1CC(c2ccccc2Cl)CC(O)=C1C=Nc1ccccc1 (configuration not stated)	0	-0.12	0.91
CC(C)CNC(=O)c1ccccc1-c1ccccc1C(=O)O	-13	1.7	1.6
N#Cc1cnn2c1nc(N1CCOCC1)c1ccccc12	36	-0.1	-0.4
O=C(Oc1ccccc1/C=C\C(=O)c1cc2ccccc2o1)c1cccc(F)c1	.	-1.9	-1.3
Cn1c(C(=O)N2CCCC(C(=O)c3ccc(C(F)(F)F)cc3)C2)cc(=O)n(C)c1=O (configuration not stated)	13	.	.
COc1ccccc1NS(=O)(=O)c1ccc(O)c(C(N)=O)c1	-7	0.92	0.46
COCc1c(C(=O)Nc2ccc(Cl)cc2F)oc2ccccc12	-27	.	.
CSCCC(NC(=O)c1cccc([N+](=O)[O-])c1)c1nc2ccccc2[nH]1 (configuration not stated)	4	0.99	1.1
O=C(/C=C1\SC(=O)N(CC(=O)Nc2ccc(F)cc2)C1=O)Nc1ccc(Cl)cc1	20	1.2	1.5
Cc1ccc(-n2nc3c(c2NC(=O)C(C)(C)C)CSC3)c(C)c1	.	1.1	1.2

Record cards, as listed above. Values in the order: Insulin prom inh, sdo1 growth, sdo1 growth Rescue 24 h
Cc1ccc(-n2nc3c(c2NC(=O)C(C)(C)C)CSC3)c(C)c1 in the list: ., 1.1, 1.2
CC(C)CNC(=O)c1ccccc1-c1ccccc1C(=O)O in the list: -13, 1.7, 1.6
CSCCC(NC(=O)c1cccc([N+](=O)[O-])c1)c1nc2ccccc2[nH]1 (configuration not stated) in the list: 4, 0.99, 1.1
O=C1CC(c2ccccc2Cl)CC(O)=C1C=Nc1ccccc1 (configuration not stated) in the list: 0, -0.12, 0.91
Cn1c(C(=O)N2CCCC(C(=O)c3ccc(C(F)(F)F)cc3)C2)cc(=O)n(C)c1=O (configuration not stated) in the list: 13, ., .

Later entries
SMILES	Insulin prom inh	sdo1 growth	sdo1 growth Rescue 24 h
O=C(CCCOc1ccc(Cl)cc1Cl)N1CCN(c2ccccn2)CC1	-4	-1.4	-0.23
CC(C)(C)c1nnc(N/N=C/c2cc(Br)ccc2O)n(N)c1=O	40	-0.28	-0.02
O=C(N/N=C/c1c[nH]c2ccccc12)c1cc(-c2cccc3ccccc23)n[nH]1	.	0.27	-0.02
N#Cc1c(N)n(CCc2ccc(F)cc2)c2nc3ccccc3nc12	-20	-0.29	-0.71
CCCCOC(=O)c1ccc(NC(=O)C(=O)NCC2CCCO2)cc1 (configuration not stated)	4	1.1	2.1
COc1cccc(-c2nc(NC(C)C)c3ccccc3n2)c1O	.	-1.4	-1.1
CC12CCC(C(=O)N(NC(=O)c3ccc(O)cc3)C1=O)C2(C)C (configuration not stated)	.	0.65	1.4
CCC(CC)C(=O)N1CCN(Cc2nc3ccccc3c(=O)[nH]2)CC1	10	.	.
CCOCCCNC(=O)C1CCC(CNS(=O)(=O)c2ccc(Cl)cc2)CC1 (configuration not stated)	0	-0.1	-0.69
O=C(CN1CCN(c2ccccc2)CC1)Nc1cccc([N+](=O)[O-])c1	42	.	.
Cc1[nH]nc(SCC(=O)NCc2ccc(Cl)cc2)c1[N+](=O)[O-]	-53	0.66	0.29
COc1ccc(CNC(=O)/C=C/c2cc([N+](=O)[O-])ccc2OC(F)F)cc1OC	-52	-0.2	-0.72
c1ccc(COc2ccccc2CNC2CCCC2)cc1	-32	.	.
CC(C)CN1C(=O)/C(=C/c2ccco2)NC1=S	17	-0.33	-0.86
O=C(CSc1ncn[nH]1)Nc1nnc(-c2ccccc2)s1	.	0.56	0.29
CCOc1cc(NC(=S)N2CCC(C(N)=O)CC2)c(C(=O)OC)cc1OCC	0	.	.
CC(=O)c1c(N2CCN(C)CC2)nc(=S)n(Cc2ccccc2)c1C	-53	0.47	0
CCCCCC1CC(CC#CCN2CCOCC2)C(=O)O1 (configuration not stated)	0	-0.17	-0.06
Cc1nc2cc(N3CCCCC3)c(NC(=O)c3cccnc3)cc2c(=O)n1Cc1ccccc1	50	-1.3	-0.42
COC(=O)c1cc(C#N)c(NCc2ccc(Cl)cc2Cl)nc1C	3	-0.03	-0.64
O=C(/C(C=Nc1ccc(Br)cc1)=C(/O)c1ccco1)C(F)(F)F	.	0.14	1.1
COC(=O)Cn1c(=NC(=O)c2ccc(OC)c(OC)c2)sc2cc(OC)ccc21	-22	-0.27	0.05
Cc1nn(C(C)C(=O)O)c(C)c1[N+](=O)[O-] (configuration not stated)	4	.	.
C/C(=N\NC(=O)c1cc(-c2ccc(C)s2)[nH]n1)c1ccco1	.	0.96	0.56
CCCNC(=O)C12CCC(C)(C(=O)C1Br)C2(C)C (configuration not stated)	6	1.1	0.88
CSc1ccc(Cl)c(C(=O)NC2CCCC2)c1	42	1.2	1.3
Cc1nnc(SCC(=O)N2CCc3ccccc3C2)s1	10	-0.45	-0.62
Cc1ccc2c(COn3nnc4ccc(S(=O)(=O)N(C)C)cc43)cc(=O)oc2c1C	8	-0.88	-0.59
CC(/C=N/Nc1nnc2c(n1)[nH]c1ccccc12)=C\c1ccco1	.	0.13	-0.03
N#Cc1cc(S(=O)(=O)c2ccccc2)c(N)[nH]c1=O	12	0.7	0.92
CCOC(=O)C1=C(C)N(c2ccc(C)cc2)C(=O)/C1=C\c1cccs1	3	-0.46	0.26
O=C(CCCSc1nc2ccccc2[nH]1)NCc1ccccc1F	-45	.	.
COc1ccc2c(C)cc(=O)oc2c1C	.	0.07	-0.47
CCOc1ccccc1C(=O)Nc1cccc(-c2ccc3nncn3n2)c1	0	.	.
C/C(=N/N=C/c1ccc(N(C)C)cc1)c1ccccc1	0	1.8	0.74
Cc1c(NC(=O)Cc2ccccc2)cccc1C(=O)NN1C(=O)c2ccccc2C1=O	.	0.39	-0.25
O=C(Cn1cccc1C(=O)c1ccccc1)NCc1cccnc1	-100	1.7	0.99
CCOCCc1nnc(NC(=O)c2cc(OC)c(OC)c(OC)c2)s1	.	1.3	1.3
CC(=O)NCC(=O)N(C)C(C(=O)Nc1ccc2c(c1)OCCO2)c1ccccc1 (configuration not stated)	-1	0.3	-0.35
CC1(C)NC(=O)N(CCCCOc2ccc(Cl)cc2)C1=O	23	-0.75	-1.8
O=C(NCCNS(=O)(=O)c1ccccc1Cl)c1cc(OCC(F)(F)F)ccc1OCC(F)(F)F	-27	-0.35	-0.41
O=C(O)CCC(CNS(=O)(=O)c1ccccc1)C(F)(F)F (configuration not stated)	-25	.	.
CSCCC(NC(=O)c1cccc([N+](=O)[O-])c1)C(=O)O (configuration not stated)	-33	0.43	0.16
CC(=O)Nc1ccc(SCC(=O)N(C)C2CCS(=O)(=O)C2)cc1 (configuration not stated)	33	.	.
COC(=O)c1ccc(-c2ccc(C(=O)N3CCCN(C)CC3)cc2)cc1	29	-0.21	-0.62
COC(=O)c1cccc(S(=O)(=O)N(Cc2ccco2)Cc2cc3cc(OC)c(OC)cc3[nH]c2=O)c1	-13	-0.38	-0.85
CCCCC1(C)OC(=O)C(=Cc2c[nH]c3ccccc23)C(=O)O1 (configuration not stated)	-56	.	.
O=C(c1ccccc1)c1cc2ccc(O)cc2oc1=O	-22	-0.44	-0.95
O=C(CSc1nnc(-c2cccnc2)n1Cc1ccccc1)NCc1ccco1	.	-0.34	-0.71
Cc1cc(C)c2sc(NNC(=O)c3ccc(S(=O)(=O)N4CCc5ccccc5C4)cc3)nc2c1	50	0.1	0.03
CC1CCCC(C)N1C(=O)Cn1c(=O)sc2ccccc21 (configuration not stated)	.	-0.51	-0.73
CCN1CCN(CCCNC(=O)C(NC(=O)C2CCC(C)CC2)C(C)C)CC1 (configuration not stated)	0	2	3

Bioassay records from PubChem.
